Compound activity deposited in PubChem by several laboratories.
Peg3 prom inh: Peg3 promoter-driven luciferase inhibitors, primary screen, cell-based, HeLa, luciferase luminescence. HeLa PEG-Prom luciferase reporter, overnight. inhibition, % at 20 µM. 360,000 compounds, 1.7% hits. AID 588405, 2011;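 active = inhibition of at least 50% at 20 µM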
Vif imaging: HIV Vif self-association inhibitors, primary screen, imaging, HEK293T, single point. HEK293T cells, Vif self-association by quenched fluorescence, 24 h. inhibition, % at 7.49 µM. 340,000 compounds, 0.35% hits; in the data active = inhibition above about 50%, passing the limit was not always enough; note: some results filed as inactive read as strong as hits
CF NFkB block: inhibitors of PAF-induced NF-kB signaling, primary screen, cell-based, GFP fluorescence, uHTS; KKLEB NF-kB-GFP reporter, GFP fluorescence overnight; inhibition, % at 5 µM; 360,000 compounds, 0.86% hits;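 active = at least 50% inhibition at 5 µM, scaled per plate between neutral and stimulator controls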;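 note: PAF is a Pseudomonas aeruginosa culture filtrate used as stimulus; plate controls were PAF-stimulated DMSO wells for no effect and unstimulated DMSO wells for full effect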
KKLEB cytotox: cytotoxicity in KKLEB CF airway cells, primary screen, cytotoxicity control for CF NF-kB inhibitor project, cell-based, uHTS, fluorescence assay plates; AID 602141, 2011; activity change (cytotoxicity), % at 5 µM; 360,000 compounds, 0.36% hits; KKLEB CF airway cells viability, ATPlite luminescence, overnight; hits give low values; cells stimulated with P. aeruginosa culture filtrate;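 active = corrected activity change at or below -50% at 5 µM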
NR2E3 ag-1: inhibitors of NR2E3-RetCOR corepressor binding, primary screen, NR2E3 agonist project, biochemical, TR-FRET, GST-NR2E3, biotin-RetCOR. AID 2300, 2010. 1536-well. Photoreceptor-specific nuclear receptor (Homo sapiens), Q9Y5X4. 320,000 compounds, 0.12% hits. inhibition of corepressor binding, % at 4.78 µM;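 active = percent inhibition above the cutoff of mean plus 3 SD of all tested compounds, set per screening campaign, cut at about 20% in these data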;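 note: 0% = DMSO wells and 100% = biotin wells as full block of FRET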
Target sequence (Q9Y5X4 whole entry, looked up): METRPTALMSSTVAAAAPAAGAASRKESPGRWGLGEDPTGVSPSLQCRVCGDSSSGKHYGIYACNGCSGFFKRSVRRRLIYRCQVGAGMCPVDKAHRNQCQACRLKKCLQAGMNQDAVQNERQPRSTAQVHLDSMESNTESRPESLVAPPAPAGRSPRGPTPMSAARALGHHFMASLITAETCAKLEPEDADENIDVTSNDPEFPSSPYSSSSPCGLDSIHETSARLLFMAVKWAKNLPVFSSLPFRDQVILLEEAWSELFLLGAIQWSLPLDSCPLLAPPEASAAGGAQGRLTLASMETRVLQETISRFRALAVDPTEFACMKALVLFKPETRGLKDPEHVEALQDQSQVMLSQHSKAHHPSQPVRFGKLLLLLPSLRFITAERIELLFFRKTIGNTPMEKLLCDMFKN
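Material: NR2E3–RetCOR corepressor complex / Amount: 1.35 nM GST-NR2E3 / Medium: Tris pH 7.5 / Compound: single nominal compound dose of 4.8 µM / Incubation: 5 h at 4 °C / Technique: TR-FRET, Eu(K)-anti-GST donor, streptavidin-D2 acceptor, ex 340, em 617/671 nm / Read-out basis: percent loss of FRET ratio relative to control wells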
HIF-2a block: HIF-2a reporter inhibitors, primary screen, luminescence, 786-0 RCC cells | 786-0 RCC cells HIF-2a reporter, luciferase luminescence, overnight | inhibition, % at 18.8 µM | 360,000 compounds, 0.72% hits | AID 624352, 2012;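 active = inhibition of the luminescence signal of 40% or more relative to plate controls, in a single-dose primary screen at 18.75 µM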
NR2E3 ag-2: NR2E3 agonists in two-hybrid cells, primary screen, cell-based, luminescence, CHO-S, Gal4-NCOR/VP16-NR2E3; luciferase; Photoreceptor-specific nuclear receptor (Homo sapiens), Q9Y5X4; 360,000 compounds, 0.35% hits; inhibition of corepressor binding, % at 3.98 µM; AID 602229, 2012;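 active = inhibition above the mean of all tested compounds plus 3 SD, cut at about 70% in these data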;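 note: 0% = DMSO with NR2E3 transfected cells and 100% = cells lacking NR2E3 construct; higher means lower luciferase signal from less NR2E3 corepressor binding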
PDI inh: inhibitors of human PDI, primary screen, biochemical, turbidity, single point, plate reader. PDI insulin aggregation turbidity, A650, 90 min. 350,000 compounds, 0.052% hits. Protein disulfide-isomerase (Homo sapiens), P07237. inhibition, % at 10 µM;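 active = mean inhibition across replicates of 30% or more, whatever share of single replicates reach that level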;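 note: absorbance from insulin aggregation driven by PDI reduction with DTT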
Target sequence (P07237 whole entry, looked up): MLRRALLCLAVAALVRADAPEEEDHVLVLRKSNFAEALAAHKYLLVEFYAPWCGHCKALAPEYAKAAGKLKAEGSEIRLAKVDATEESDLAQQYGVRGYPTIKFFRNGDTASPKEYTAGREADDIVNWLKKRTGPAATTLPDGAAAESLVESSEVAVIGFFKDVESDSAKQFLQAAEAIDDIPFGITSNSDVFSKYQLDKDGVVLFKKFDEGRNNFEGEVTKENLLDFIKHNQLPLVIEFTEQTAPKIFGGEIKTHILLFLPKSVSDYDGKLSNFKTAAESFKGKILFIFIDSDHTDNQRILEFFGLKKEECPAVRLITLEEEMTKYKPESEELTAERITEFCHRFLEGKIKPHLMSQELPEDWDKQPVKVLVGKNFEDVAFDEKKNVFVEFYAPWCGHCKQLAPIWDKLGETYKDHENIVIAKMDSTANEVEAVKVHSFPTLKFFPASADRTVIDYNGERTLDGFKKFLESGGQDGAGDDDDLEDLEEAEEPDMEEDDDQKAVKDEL
CaV13 FRET inh: Primary screen for inhibitors of IQ motif and Ca2+-dependent inactivation inhibitor domain binding in CACNA1D, Förster resonance energy transfer in living cells, …; HEK cells, CFP/YFP FRET ICDI-IQ, plate reader, 10 min; percent FRET-ratio fall versus neutral wells; inhibition, % at 12.3 µM; 340,000 compounds, 0.098% hits; AID 743397;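 active = mean replicate inhibition of at least 30% and at least 1% of replicates passing that level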;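 note: 0% = median of the neutral control wells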
Shn3 3UTR inh: reduction of Shn3 3'UTR firefly luciferase signal, primary screen, Schnurri-3 inhibitor project, cell-based, Clone20 osteoblasts, set 2 | AID 588674, 2011 | inhibition, % at 12.5 µM | 360,000 compounds, 0.52% hits | Clone20 osteoblast Shn3 3'UTR firefly luciferase, 24 h;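 active = mean inhibition of at least 75% with every replicate also reaching 75%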;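 note: 0% = median of neutral control wells and 100% = pilot-screen positive control compound; some compounds past the cut are filed as inactive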
MITF TRPM1 inh: inhibitors of MITF-dependent TRPM1 promoter reporter, primary screen, cell-based, SK-MEL-5, single point, luciferase; inhibition, % at 12.5 µM; 330,000 compounds, 0.83% hits; SK-MEL-5 TRPM1 promoter luciferase, 24 h;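 active = mean inhibition across replicates of 60% or more, whatever share of single replicates reaches that level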; note: values of inactives mirror those of a sister screen read the other way
* hit, by the source's call; . = not tested or not shown.

Compound | Shn3 3UTR inh | KKLEB cytotox | NR2E3 ag-2 | CF NFkB block | NR2E3 ag-1 | CaV13 FRET inh | MITF TRPM1 inh | Peg3 prom inh | Vif imaging | PDI inh | HIF-2a block
CCOc1ccc(NCC(=O)Nc2ccc(Cl)cc2C)cc1 | 10 | 1 | -20 | -14 | -2 | -5 | 4 | 0 | -6 | 8 | -16
CCn1c(C)nc2cc(S(=O)(=O)N3CCCCC3)ccc21 | 40 | -9 | 7 | -3 | 3 | -5 | 47 | 13 | -2 | 6 | 16
C=CC(=O)NCc1ccc(-c2csnn2)cc1 | 9 | -8 | -14 | -6 | 0 | -5 | -8 | 5 | -1 | 2 | 10
COC(c1ccccc1)c1nnc(CCC(=O)NCCCc2ccccc2)o1 (stereo not drawn) | -4 | 10 | -22 | -21 | 1 | -5 | -14 | -17 | 16 | 1 | -22
Cc1cc(F)ccc1NCc1cc2c(cc1[N+](=O)[O-])OCO2 | -7 | -20 | -23 | 7 | -1 | -5 | -1 | 3 | . | -1 | -1
Cc1nc(N2CCOCC2)c(C#N)c2c1COC(C)(C)C2 | 13 | -4 | -23 | 5 | 1 | -7 | 14 | 16 | 1 | -3 | 20
Brc1cccc(-c2nnc(-c3ccccc3)o2)c1 | -82 | -12 | -145 | 5 | 2 | -1 | -43 | -225 | 0 | 4 | -139
O=C(Nc1ccc(Br)cc1)C1Cc2ccccc2O/C1=N\O (stereo not drawn) | -76 | -3 | -70 | -1 | . | -4 | -66 | -246 | -7 | -15 | -175
COCOCCn1cc(CN2CCS(=O)(=O)N(Cc3ccc(-c4ccc(OC)cc4)cc3)C(C)C2=O)nn1 (stereo not drawn) | -13 | -9 | -14 | 2 | . | -6 | . | -15 | -2 | -2 | -9
CC(=O)Nc1ccc(Oc2nc(C(F)(F)F)nc3ccccc23)cc1 | 1 | 8 | 2 | -28 | 0 | -10 | 19 | 12 | -10 | -11 | 24
CC(CCNC(=O)c1ccccc1)(CCNC(=O)c1ccccc1)[N+](=O)[O-] | 61 | 25 | 0 | -8 | . | -9 | -7 | 3 | -3 | 2 | 14
CN1CCC(OC(=O)COc2ccc(Br)cc2)CC1 | -4 | -5 | 8 | 20 | 3 | -4 | 18 | 7 | 4 | -4 | 5
C=CCN(CC=C)Cc1cc(=O)oc2cc(C)ccc12 | 7 | 4 | 1 | 6 | . | -9 | . | -1 | . | . | -2
Cc1cc(C(=O)OCC(=O)Nc2ccccc2C)c(C)o1 | -4 | 2 | -12 | 1 | -3 | -2 | -8 | -12 | 5 | 7 | -12
Cc1cc(S(=O)(=O)N2CCCCC2CCNC(=O)C(=O)NCCN2CCOCC2)ccc1F (stereo not drawn) | 7 | 6 | -1 | 6 | . | -14 | . | 4 | 1 | 13 | 12
CC(=O)Nc1nc2ccccc2n1Cc1ccc(C)cc1 | 3 | 8 | 21 | -4 | -1 | -7 | 2 | 7 | 1 | 2 | 3
Cc1cc(C)c(NC(=O)CN(C2CCCCC2)C2CCCCC2)c(C)c1 | 7 | -9 | 7 | 16 | 3 | -6 | 2 | 14 | -1 | -4 | 13
COC(=O)c1ccc(C)c(-n2c(C)cc(C=O)c2C)c1 | 3 | 2 | 3 | -14 | 3 | -6 | -1 | 3 | 10 | -3 | 8
Cc1[nH]n(-c2ccccc2)c(=O)c1C(c1ccccc1C(=O)O)c1c(C)[nH]n(-c2ccccc2)c1=O | -10 | -2 | 10 | 14 | -7 | -2 | 10 | 5 | -1 | 10 | 15
CCC1=NN(C(=O)COc2ccccc2C)C(O)(c2ccncc2)C1 (stereo not drawn) | 5 | -10 | -13 | 7 | 3 | -7 | 11 | 3 | 13 | -7 | 5
O=C(c1ccc([N+](=O)[O-])s1)N1CCN(c2ccccc2)CC1 | 10 | -1 | 21 | 10 | 1 | -9 | 49 | -13 | 8 | -6 | -5
COc1cccc(CN(C)C(=O)c2cccc(S(=O)(=O)N3CCN(Cc4ccccc4)CC3)c2)c1OC | 83 | -11 | 63 | 12 | . | -5 | 18 | -7 | . | 0 | 17
Nc1oc2ccccc2c(=O)c1-c1ccc2c(c1)OCO2 | -40 | -11 | -28 | 1 | -3 | -1 | -38 | -102 | -5 | -4 | -118
CCOc1ccc(-c2n[nH]c(=S)o2)cc1 | -20 | -6 | -48 | 2 | 3 | 7 | 10 | -40 | 6 | 6 | -89
O=c1oc2ccccc2c(NCc2ccccc2)c1[N+](=O)[O-] | -4 | -12 | -21 | 12 | 0 | -4 | 14 | 10 | -4 | -15 | -5
CN(CC1CCCN(CCc2ccc(Cl)cc2)C1)C(=O)C(=O)c1ccco1 (stereo not drawn) | 0 | -3 | -23 | -5 | -2 | -2 | 4 | 13 | -8 | -4 | 8
CCC(=O)Nc1ccc(C(=O)NNC(=O)c2ccc([N+](=O)[O-])cc2)cc1 | -27 | 7 | -28 | -9 | -1 | 4 | -8 | 6 | -1 | -2 | 17
CC(C)(C)c1ccc2c(c1)OC(C(=O)N/N=C/c1ccc([N+](=O)[O-])o1)CO2 (stereo not drawn) | -34 | -8 | -30 | -10 | 4 | -4 | . | -16 | -2 | -8 | 4
O=C1OC(c2ccccc2)c2ccc3ccccc3c21 (stereo not drawn) | -3 | -7 | -2 | 6 | 1 | -3 | 1 | -9 | -12 | 1 | -9
Cc1[nH]c2c(C)cccc2c(=O)c1Br | 15 | 2 | -18 | 1 | -1 | . | 0 | 17 | -2 | -4 | 8
COc1ccccc1C(=O)CSc1cccc[n+]1[O-] | 4 | -1 | -19 | -19 | 5 | -2 | 6 | -2 | 5 | 3 | 0
COC(=O)c1ccc(C2=NOC(C)(c3sc(-c4ccc(Cl)cc4)nc3C)C2)cc1 (stereo not drawn) | 0 | 19 | -40 | 6 | 0 | -13 | 0 | -99 | -4 | 15 | -193
CCN(CC)CCn1c(/N=C/c2ccc(OC)c(OC)c2)nc2ccccc21 | -11 | -5 | -21 | -29 | 5 | -4 | . | -16 | 13 | 4 | 8
O=C(OCc1ccc([N+](=O)[O-])cc1)c1cnc(Cl)c(Cl)c1 | 0 | 2 | -14 | -25 | 3 | -5 | 1 | 33 | 21 | -5 | 9
CC(=O)Nc1ccc(CNc2nc3cc(-c4ccsc4)sc3c(=O)n2C)cc1 | -4 | 4 | -44 | -46 | . | -12 | . | -130 | -10 | -11 | -262
N#C/C(=C\c1ccccc1)C(=O)NNS(=O)(=O)c1cccc([N+](=O)[O-])c1 | -22 | -2 | -13 | 2 | . | -7 | 13 | -1 | 20 | -6 | 8
Cc1ccccc1C(=O)N1CCN(c2ccc(NC(=O)c3cccnc3Cl)cc2)CC1 | 24 | 5 | -17 | 22 | 2 | -2 | 12 | -22 | 9 | 3 | 5
COC(=O)c1c(NC(=O)C2C3CCC(O3)C2C(=O)O)sc2c1CCCCCC2 (stereo not drawn) | 2 | 12 | -5 | -11 | 4 | -5 | 15 | -1 | 6 | 10 | 24
CCCCn1c(SCC(=O)NC(C)CC)nc2ccc(N3CCOCC3)cc2c1=O (stereo not drawn) | -19 | -1 | -1 | 0 | -2 | -5 | 1 | -2 | -3 | 10 | -25
C[C@@H](C(=O)N1CCN(c2ccccc2)CC1)N1C(=O)C2CC=CCC2C1=O (stereo partly drawn) | 9 | 10 | -6 | 4 | . | -2 | -2 | 5 | 0 | 6 | 6

Brought forward from above: 2 compounds, followed by the next part.
Compound | Shn3 3UTR inh | KKLEB cytotox | NR2E3 ag-2 | CF NFkB block | NR2E3 ag-1 | CaV13 FRET inh | MITF TRPM1 inh | Peg3 prom inh | Vif imaging | PDI inh | HIF-2a block
CCCCn1c(SCC(=O)NC(C)CC)nc2ccc(N3CCOCC3)cc2c1=O (stereo not drawn) | -19 | -1 | -1 | 0 | -2 | -5 | 1 | -2 | -3 | 10 | -25
C[C@@H](C(=O)N1CCN(c2ccccc2)CC1)N1C(=O)C2CC=CCC2C1=O (stereo partly drawn) | 9 | 10 | -6 | 4 | . | -2 | -2 | 5 | 0 | 6 | 6
Clc1ccccc1N1CCN(Cc2ccco2)CC1 | -2 | -17 | -18 | -2 | 5 | -3 | -8 | -29 | 2 | 2 | -61
Cc1ccccc1NC(=S)NC(NC(=O)N(C)C)C(Cl)(Cl)Cl (stereo not drawn) | -4 | 4 | 3 | 11 | 2 | -4 | 8 | -3 | 33 | 0 | 14
O=C1CSC(c2ccc(Cl)cc2)N1 (stereo not drawn) | -11 | -9 | -18 | 7 | 0 | -8 | -1 | 9 | 10 | 4 | 8
Cc1ccc(Cn2c(CN3CCN(C(=O)c4ccco4)CC3)nc3c2c(=O)n(C)c(=O)n3C)cc1 | 1 | -3 | -10 | 3 | -1 | -4 | 12 | 0 | 0 | 2 | -4
COc1ccc(-c2csc(=Nc3c(C)n(C)n(-c4ccccc4)c3=O)n2C(C)(C)C)cc1 | 10 | 10 | -4 | 11 | 0 | . | 0 | -5 | 1 | 2 | 10
CCOC(=O)c1cccc(NC(=O)CSc2nnnn2CC)c1 | 19 | 7 | -2 | -7 | -3 | -5 | 11 | 7 | 3 | 0 | 5
CCOC(=O)COc1ccccc1/C=N/Nc1nnc2c3ccccc3n(C)c2n1 | -9 | -13 | -15 | 9 | -3 | -6 | . | 6 | -3 | 19 | -5
COc1ccc(-n2c(O)c(Cc3ccccc3)c(=O)n3nc(-c4ccccc4)c(=O)cc23)cc1 | -26 | 9 | -59 | -20 | 2 | -4 | -17 | -56 | 26 | -2 | -108
Cc1ccc(S(=O)(=O)NCCC(=O)NC2CCCCCC2)cc1 | 1 | -13 | 7 | -2 | . | -7 | -2 | 18 | -5 | -2 | 7
O=C(O)c1ccc(S(=O)(=O)Nc2cccc(CP(=O)(c3ccccc3)c3ccccc3)c2)cc1 | -2 | -10 | -8 | 3 | -1 | -5 | 4 | 14 | 3 | -1 | 5
N#C/C(=C/c1cccn1-c1cccc(C(=O)O)c1)c1ccc(Cl)cc1 | -6 | -3 | 10 | -10 | -2 | -5 | 7 | -1 | . | -4 | 10
